# Nrf2 inh: Nrf2 pathway inhibition. A549 ARE-Fluc reporter, luciferase luminescence, 18-24 h. Potency, µM (doses to about 46 µM), inactives show at the highest dose activity change, negative = inhibition, hits mostly inhibitors. 360,000 compounds, 2.1% hits; note: % is set by controls: 0 for no effect and ±100 for the full control effect; nearly all actives have a fitted effect of over 60% in size
#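 Reporter: ARE-Fluc in A549. Exposure: 18-24 h, 37 °C, 5% CO2, 5% FBS OPTI-MEM. Readouts: fluorescent cytotoxicity (CellTiter-Fluor), then luminescent Nrf2 signal after BugLite.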
# S2 tox: reduces viability in counter-screen for ATXN expression inhibitors; 400,000 compounds, 0.49% hits; S2 cells (HEK-293 line with an ATXN2-luciferase reporter) viability, CellTiter-Fluor protease fluorescence, 24 h; Potency, µM (titrated, usually from 56.7 µM), usual class: cytotoxic; note: nearly all actives have a fitted effect of over 40% in size
# A549 tox: A549 cytotoxicity, counter-screen for Nrf2 inhibitors. A549 ARE-Fluc cells, CellTiter-Fluor viability, 18-24 h. Potency, µM (doses to about 46 µM), inactives show at the highest dose activity change, negative = cytotoxicity, actives largely listed as inhibitors. 390,000 compounds, 0.16% hits. AID 504648; note: % is set by controls: 0 for no effect and ±100 for the full control effect
#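 A549 ARE_Fluc cells in 5% FBS OPTI-MEM were exposed to compounds in concentration-response for 18-24 h at 37 deg C. Viability was read by CellTiter-Fluor fluorescence (Ex 405/Em 525) after 30 min, before the luciferase read.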
# HepG2 viability: counter-screen for TGF-b inhibitors: cytotoxicity in HepG2 cells | 410,000 compounds, 0.76% hits | Potency, µM (series often up to 46.1 µM), without a hit: top-dose activity change, negative = cytotoxicity, actives largely listed as cytotoxic | HepG2 CAGA-GFP viability, ATP luminescence, 18 h; note: some results filed as inactive show a strong effect at the top dose
#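 CellTiter-Glo luminescence gave cytotoxicity after 18 hours at 37 degrees C. The cells were HepG2 CAGA-GFP in 1% FBS DMEM, stimulated with 500 pg/mL TGF-beta after compound addition. %Activity was normalised to no-cell wells (complete cell-killing) and DMSO (no toxicity), and curves were fitted and classified.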
# EPAC2 antag: antagonists of human EPAC2; EPAC2 GEF exchange of Rap1B-BODIPY-GDP, fluorescence; Potency, µM (highest dose often 114 µM), for inactives: top-dose activity, negative = inhibition, actives largely listed as inhibitors; 360,000 compounds, 0.18% hits; note: % is set by controls: 0 for no effect and ±100 for the full control effect; nearly all actives have a fitted effect of over 45% in size; many of its hits are not listed in these tables
# Target sequence (Q8WZA2 whole entry, looked up): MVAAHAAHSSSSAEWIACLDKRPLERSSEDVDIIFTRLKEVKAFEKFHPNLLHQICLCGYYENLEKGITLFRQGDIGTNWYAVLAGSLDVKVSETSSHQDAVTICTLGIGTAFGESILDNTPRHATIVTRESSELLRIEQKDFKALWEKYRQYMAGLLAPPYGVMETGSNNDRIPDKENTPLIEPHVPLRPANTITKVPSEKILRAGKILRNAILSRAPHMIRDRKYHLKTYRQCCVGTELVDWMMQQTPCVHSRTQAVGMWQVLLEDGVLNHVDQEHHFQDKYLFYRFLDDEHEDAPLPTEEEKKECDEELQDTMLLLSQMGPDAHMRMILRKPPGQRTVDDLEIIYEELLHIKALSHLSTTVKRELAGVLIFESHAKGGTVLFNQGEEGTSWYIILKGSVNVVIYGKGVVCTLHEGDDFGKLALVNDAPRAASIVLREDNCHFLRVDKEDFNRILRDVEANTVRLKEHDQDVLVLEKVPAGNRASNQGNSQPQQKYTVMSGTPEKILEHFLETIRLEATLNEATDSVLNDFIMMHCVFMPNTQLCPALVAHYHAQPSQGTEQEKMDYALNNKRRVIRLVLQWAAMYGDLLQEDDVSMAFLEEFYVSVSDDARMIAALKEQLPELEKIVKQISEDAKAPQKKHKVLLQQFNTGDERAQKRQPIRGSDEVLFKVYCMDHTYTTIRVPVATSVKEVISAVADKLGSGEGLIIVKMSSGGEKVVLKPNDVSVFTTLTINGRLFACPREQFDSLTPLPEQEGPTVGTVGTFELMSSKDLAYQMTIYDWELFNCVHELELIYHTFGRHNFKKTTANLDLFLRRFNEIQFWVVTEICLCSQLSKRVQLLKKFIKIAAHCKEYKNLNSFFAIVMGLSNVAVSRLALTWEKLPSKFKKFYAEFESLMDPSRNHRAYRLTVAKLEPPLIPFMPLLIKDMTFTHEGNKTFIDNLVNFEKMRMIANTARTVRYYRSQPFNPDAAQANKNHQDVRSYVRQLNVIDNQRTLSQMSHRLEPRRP
# MCF10A rereplic: induces DNA re-replication in MCF 10a normal breast cells; MCF 10A DNA re-replication, Hoechst nuclear intensity, 48 h; Potency, µM (highest dose often 46.1 µM), for the others: at the highest dose activity, positive = re-replication, hits mostly activators; 350,000 compounds, 2.9% hits; note: % of control where 0% means no effect; nearly all actives have a fitted effect of over 50% in size
# Nrf2 ARE act: activators of Nrf2 (ARE) signaling. 410,000 compounds, 0.31% hits. Potency, µM (highest dose often 46.1 µM), without a hit: top-dose activation, actives largely listed as activators. AREc32 ARE-luciferase reporter (MCF7-derived line), luminescence, 24 h; note: % of control where 0% means no effect; nearly all actives have a fitted effect of over 65% in size
#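 Nrf2 activation is followed as ARE-luciferase induction in the AREc32 line after one day of compound treatment; luminescence is read with Steady-Glo.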
# TGFb SMAD3 inh: blocks TGF-b signaling; 410,000 compounds, 1.2% hits; AID 588855; Potency, µM (titrated, usually from 46.1 µM), inactives show at the highest dose activity, negative = inhibition, usual class: inhibitors; HepG2 CAGA-GFP TGF-b/SMAD3 reporter, GFP fluorescence, 18 h; TGF-beta stimulated, 500 pg/mL final; note: % is set by controls: 0 for no effect and ±100 for the full control effect; nearly all actives have a fitted effect of over 65% in size
#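 HEPG2 CAGA-GFP, 1000 cells/well; 2 h settle, 37 C; cpd via pin tool; TGF-b 500 pg/mL final; 18 h, 37 C; GFP imaging ex488/em500-530; %Activity normalised to -TGF-b and +DMSO controls; CRC fit, curve class.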
# ATXN2 expr inh: reduces ATXN2 reporter expression in HEK-293 cells. HEK-293 ATXN2-luciferase reporter, luminescence, 24 h. Potency, µM (titrated, usually from 57 µM), for inactives: at the top dose activity change, negative = inhibition, usual class: inhibitors. 360,000 compounds, 0.72% hits. AID 1745845; note: % is set by controls: 0 for no effect and ±100 for the full control effect; nearly all actives have a fitted effect of over 55% in size
#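 qHTS (up to 57 uM final) was run with 24 h compound exposure of reporter cells at 37 °C. Each well was multiplexed: SteadyGlo luminescence measured ATXN2-luciferase expression after a fluorogenic Gly-Phe-AFC viability readout (25 uM final).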
# * marks the source's active call; other numbers are inactive results; i = inactive; ? = inconclusive; . = not tested or not shown; [ ] = dose if it differs, or a comment. Calls come from the whole dose curve; as a rule, active = well fitted curve in the direction sought with a large enough effect; inconclusive = small, poorly fitted or top-dose-only effect, or another doubt; inactive = no such curve, though single readings can be large; an effect the other way counts as inactive or inconclusive. Potency is the fitted concentration of half-maximal effect. Not all compounds are listed (hit frequency here may not be typical).
Compound	Nrf2 inh	S2 tox	A549 tox	HepG2 viability	EPAC2 antag	MCF10A rereplic	Nrf2 ARE act	TGFb SMAD3 inh	ATXN2 expr inh
O=C(Cn1nc(C(=O)O)c2ccccc2c1=O)Nc1cc(C(F)(F)F)ccc1-n1cncn1	4%	i	-2%	4%	-10%	-1%	0.1%	4%	-2%
O=C(Nc1ccccc1N1CCCC1)c1cccc(F)c1	-4%	i	3%	-1%	-1%	-19%	0.0%[9.22 µM]	2%	1%
Nc1ncc([N+](=O)[O-])c(N2CCCCCC2)n1	?	i	0%	7.1µM*	-2%	4%	-1.2%	-12%	5%
COc1ccc(/C=C/C(=O)N(C(C)C)C(C)C)cc1Br	.	?	2%	-6%	7%	13%	4.3%	-2%	6%
O=C(Nc1ccc2c(c1)OCCO2)c1ccc(Cl)c([N+](=O)[O-])c1	22%	i	0%	10%	-10%	22%	27%	-8%	15%
CCCCCn1nnc2c(=O)oc3ccccc3c21	7%	?	11%	-13%	-12%	0%	0.7%	-16%	.
COc1ccc2cc3c(N)nn(C(=O)c4ccccc4[N+](=O)[O-])c3nc2c1	?	?	-19%	-30%	9%	?	0.3%	2%	4%
Nc1cccc(-c2cnc3ccccc3n2)c1	?	i	1%	-33%	2%	0%	4.7%	-4%	.
Cc1ccc(S(=O)c2ccc([N+](=O)[O-])c3nonc23)cc1 (centres undefined)	.	?	.	-49%	50µM*	.	18µM*	?	.
COc1ccccc1C1(O)CCN(CC(=O)Nc2nc(-c3ccccc3)cs2)CC1	-68%	i	-24%	2%	-2%	2%	5.1%	?	-23%
O=c1[nH]c2ccccc2n1CCCN1CCCCC1	?	i	1%	0%	3%	2%	2.8%	8%	0%[11.3 µM]
Cc1onc(-c2ccccc2)c1C(=O)NC(=S)Nc1sc2c(c1C#N)CCC(C)C2 (centres undefined)	19%	i	5%	-2%	9%	10%	0.4%	3%	14%

# Quoted at random: 4 compounds from above.
Compound	Nrf2 inh	S2 tox	A549 tox	HepG2 viability	EPAC2 antag	MCF10A rereplic	Nrf2 ARE act	TGFb SMAD3 inh	ATXN2 expr inh
Cc1ccc(S(=O)c2ccc([N+](=O)[O-])c3nonc23)cc1 (centres undefined)	.	?	.	-49%	50µM*	.	18µM*	?	.
Nc1cccc(-c2cnc3ccccc3n2)c1	?	i	1%	-33%	2%	0%	4.7%	-4%	.
COc1ccc(/C=C/C(=O)N(C(C)C)C(C)C)cc1Br	.	?	2%	-6%	7%	13%	4.3%	-2%	6%
O=C(Nc1ccc2c(c1)OCCO2)c1ccc(Cl)c([N+](=O)[O-])c1	22%	i	0%	10%	-10%	22%	27%	-8%	15%

# Some of the entries so far, field by field:
SMILES: Cc1ccc(S(=O)c2ccc([N+](=O)[O-])c3nonc23)cc1 (centres undefined)
  Nrf2 inh: .
  S2 tox: ?
  A549 tox: .
  HepG2 viability: -49%
  EPAC2 antag: 50µM*
  MCF10A rereplic: .
  Nrf2 ARE act: 18µM*
  TGFb SMAD3 inh: ?
  ATXN2 expr inh: .
SMILES: COc1ccccc1C1(O)CCN(CC(=O)Nc2nc(-c3ccccc3)cs2)CC1
  Nrf2 inh: -68%
  S2 tox: i
  A549 tox: -24%
  HepG2 viability: 2%
  EPAC2 antag: -2%
  MCF10A rereplic: 2%
  Nrf2 ARE act: 5.1%
  TGFb SMAD3 inh: ?
  ATXN2 expr inh: -23%

# (listing goes on)
Compound	Nrf2 inh	S2 tox	A549 tox	HepG2 viability	EPAC2 antag	MCF10A rereplic	Nrf2 ARE act	TGFb SMAD3 inh	ATXN2 expr inh
CCCN(CCC)CC(O)Cn1cc(/C=C/C(=O)c2ccccc2)c2ccccc21 (centres undefined)	0%	?	-9%	13µM*	-8%	5.2µM*	15%	?	-8%
Cc1cccc(Oc2ccc3c(c2)cc(C(=O)O)n3C)c1	-23%	i	11%	-31%	-7%	12%	2.2%	-20%	-8%
CC(C)(C)c1ccc(C2=NC(C)(C)N(CC(=O)Nc3ccc(F)c(F)c3)C2=O)cc1	-28%	.	-15%	-36%	.	.	5.6%	.	.
Cc1cccc(C)c1-n1c(C)nn(CC#N)c1=O	-6%	i	2%	-34%	-2%	10%	-0.2%	1%	-26%
CC(C)OCCCNc1ncc2c(n1)CC(c1ccccc1)CC2=O (centres undefined)	-6%	i	0%	-9%	2%	12%	2.2%	-12%	.
COc1ccc(CC(=O)NCc2nnc(SCc3ccc(C)cc3)n2C)cc1	-2%	i	2%	-7%	-10%	1%	-0.5%	-8%	5%
COc1cc(/C=N/NC(=O)Cn2nc([N+](=O)[O-])cc2C)cc(Br)c1OCc1ccccc1	?	?	-19%	-61%	9%	?	-0.4%	?	-28%
CCN(CC)C(=O)Cn1c(=O)n(CC(=O)N2CCCCC2)c(=O)c2sccc21	18%	i	-1%	5%	9%	-10%	-0.4%	0%	3%
Cc1ccc(-n2nc3ccc(NC(=S)NC(=O)/C=C/c4ccco4)cc3n2)cc1	?	i	2%	1%	15%	-1%	0.2%	-7%	3%
CCOc1ccc(NC(=O)CSc2nc(C)c3c(c2C#N)CCCC3)cc1	-5%	i	10%	-51%	-6%	4%	0.0%	-1%	-5%
Cn1c(=O)n(C)c2cc([N+](=O)[O-])c(N3CCN(S(=O)(=O)c4ccc(C(C)(C)C)cc4)CC3)cc21	?	i	11%	-30%	-6%	-4%	0.1%	?	-24%
Cc1ccc(S(=O)(=O)Oc2ccccc2/C=N/NC(N)=S)cc1	-3%	i	-8%	-53%	13%	?	0.0%	-18%	-21%
Cc1c(N2C(=O)CS/C2=N\N=C\c2ccc(Br)cc2)c(=O)n(-c2ccccc2)n1C	0%	i	-7%	4%	4%	-2%	0.5%	-22%	-12%
CC(OC(=O)CCCN=C1NS(=O)(=O)c2ccccc21)C(=O)Nc1ccc(F)c(F)c1F (centres undefined)	0%	i	-2%	-2%	9%	-1%	-0.5%	-7%	-8%
CCn1ccnc1CN(C)C(=O)c1ccc2nc(Cc3ccc(OC)cc3)oc2c1	5%	i	13%	6%	1%	?	0.7%	-1%	1%
NC(=O)C(c1ccc(Cl)cc1)c1ccc(Sc2ccc(Cl)cc2)nn1 (centres undefined)	16µM*	i	-12%	-14%	-10%	-4%	3.1%	?	-22%
Cc1ccc(NC(=O)ON=C2CCCC2)cc1	?	i	?	-17%	-13%	5%	3.1%	0%	18%
CCn1c(CC(=O)Nc2ccc(C)cc2)nnc1SCC(=O)NCCc1ccccc1	-13%	i	-1%	-10%	-4%	3%	0.0%	20%	-5%
CCN(CC)C(=O)c1sc(NC(=O)c2nc3ncccn3n2)c(C(=O)OC)c1C	-15%	i	1%	5%	.	.	0.1%	10%	-9%
Cc1oc(-c2ccc3c(c2)OCCO3)cc1C(=O)NC(Cc1ccccc1)C(=O)O (centres undefined)	?	?	0%	-4%	2%	-2%	3.7%	22%	22%
NC1=NC(=O)S/C1=C\c1ccc(O)cc1	-4%	?	-4%	2%	-1%	?	1.9%	-3%	1%
CC(C)(C)c1ccc(CN(Cc2ccco2)Cc2nnnn2C2CCCC2)cc1	?	i	-2%	13%	-6%	?	6.5%	?	-17%
O=c1[nH]c(SCc2cccc(Cl)c2)nc2[nH]ncc12	?	i	-3%	-19%	4%	-3%	3.5%	-3%	-22%
COc1cc([N+](=O)[O-])ccc1NC(=O)Nc1cccnc1	?	i	-6%	-1%	5%	0%	0.3%	7%	-13%

# Part of the list above, showing only EPAC2 antag.
SMILES	EPAC2 antag
O=C(Cn1nc(C(=O)O)c2ccccc2c1=O)Nc1cc(C(F)(F)F)ccc1-n1cncn1	-10%
O=C(Nc1ccccc1N1CCCC1)c1cccc(F)c1	-1%
Nc1ncc([N+](=O)[O-])c(N2CCCCCC2)n1	-2%
COc1ccc(/C=C/C(=O)N(C(C)C)C(C)C)cc1Br	7%
O=C(Nc1ccc2c(c1)OCCO2)c1ccc(Cl)c([N+](=O)[O-])c1	-10%
CCCCCn1nnc2c(=O)oc3ccccc3c21	-12%

# The results go on.
Compound	Nrf2 inh	S2 tox	A549 tox	HepG2 viability	EPAC2 antag	MCF10A rereplic	Nrf2 ARE act	TGFb SMAD3 inh	ATXN2 expr inh
Cc1ccc(C(=O)OCC(=O)NC2CCCCCC2)c(C)c1	?	i	9%	-10%	-10%	7%	-1.0%	-17%	6%
Cc1c(C(=O)Nc2ccc(Cl)cc2)c2ccccn2c1C(=O)c1ccc(F)cc1	-20%	?	-10%	-3%	2%	0%	-0.6%	-14%	?
CCN(CC)C(=O)c1cc(Cl)ccn1	4%	i	6%	18%	34%[activator]	2%	-0.1%	0%	6%
COc1ccc(CC(C(=O)Nc2ccc(OC)cc2)c2nn[nH]n2)cc1 (centres undefined)	-8%	i	-5%	-2%	11%	17%	-0.9%	-7%	9%
CC(Cl)C(=O)Nc1cc(C(F)(F)F)ccc1N1CCOCC1 (centres undefined)	?	i	0%	14%	-11%	-2%	2.3%	-10%	.
CCC(=O)N/C(N)=N/c1nc2ccccc2o1	?	i	4%	1%	-19%	1%	4.0%	-9%	42%[activator]
O=C(NNS(=O)(=O)c1ccccc1)c1ccc(S(=O)(=O)N2CCCCC2)cc1	-17%	i	2%	-1%	-7%	3%	0.4%	1%	-15%
Cn1c(CCN2CCCCCC2)nc2cc(NC(=O)Nc3ccccc3)ccc21	?	?	-13%	7%	4%	15%	?	?	-2%

# Source: PubChem BioAssay (National Center for Advancing Translational Sciences (NCATS))
